RmlCD inh 1536 = M. tuberculosis RmlC/RmlD coupled enzyme inhibitors, primary screen, biochemical, compound mixtures, 384-well, from 1536-well plates | dTDP-4-dehydrorhamnose reductase (Mycobacterium tuberculosis (strain ATCC 25618 / H37Rv)) … | RmlC+RmlD coupled enzyme assay, percent inhibition; primary screen in compound mixtures | inhibition, % at 3.6 µM | hit rate 0.03% among 160,000 | AID 1533, 2009; in the data active = inhibition mostly above about 34%, no sharp cut-off; also: some results filed as inactive read as strong as hits
Target sequence (P9WH09 whole entry, looked up): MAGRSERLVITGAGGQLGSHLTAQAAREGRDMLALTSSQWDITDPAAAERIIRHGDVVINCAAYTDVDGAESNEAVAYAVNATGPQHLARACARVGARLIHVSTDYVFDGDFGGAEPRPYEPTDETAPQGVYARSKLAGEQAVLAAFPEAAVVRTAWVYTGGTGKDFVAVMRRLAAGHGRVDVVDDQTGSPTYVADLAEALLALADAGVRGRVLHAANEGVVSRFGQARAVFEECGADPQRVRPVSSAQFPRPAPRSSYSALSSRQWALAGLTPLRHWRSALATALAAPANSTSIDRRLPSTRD
Target sequence (P9WH11 whole entry, looked up): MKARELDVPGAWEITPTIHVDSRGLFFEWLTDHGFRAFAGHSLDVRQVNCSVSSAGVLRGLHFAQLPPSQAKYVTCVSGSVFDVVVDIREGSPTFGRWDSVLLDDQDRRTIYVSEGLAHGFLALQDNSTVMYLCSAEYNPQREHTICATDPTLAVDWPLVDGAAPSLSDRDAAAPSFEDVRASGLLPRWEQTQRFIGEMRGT
M. tuberculosis GlmU = inhibition of mycobacterial GlmU enzyme – biochemical, glucosamine-1-phosphate acetyltransferase (AID 1376); M. tuberculosis GlmU acetyltransferase enzyme assay; higher % means a stronger effect; one-dose inhibition, %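 (tested at 30 µM in the primary screen)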; IC50 in µM for titrated hits; hit rate 0.25% among 220,000; in the data active = inhibition above about 13%;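 also: 0% = complete reaction with vehicle and 100% = reaction without substrate; strong numbers were not always called active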
Starred values were filed as active, the others as inactive; · = not tested or not shown.

canonical_smiles	RmlCD inh 1536	M. tuberculosis GlmU
O=C1c2oc3ccccc3c(=O)c2C(c2cccc(F)c2)N1CCCO (stereo unspecified)	2	1.2%
CCN(CC)S(=O)(=O)c1cccc(C(=O)N/N=C/c2ccc([N+](=O)[O-])o2)c1	0	1.3%
COc1ccc(C2=CC(c3cccc(OC)c3)n3nnnc3N2)cc1 (stereo unspecified)	-4	0.4%
Cc1ccc(Nc2nnc(-c3ccncc3)s2)c(Br)c1	6	-1.9%
CCOC(=O)c1cc2c(C(F)(F)F)cc(-c3cccnc3)nc2o1	-13	-4.7%
CCOC(=O)c1[nH]c(C)c(C(=O)N2CCN(C(=O)c3ccco3)CC2)c1C	-7	2.2%
CC(=O)c1c(C)[nH]c(C(=O)OCC(=O)Nc2sc3c(c2C#N)CCC(C)C3)c1C (stereo unspecified)	-15	-1.1%
Cc1cc(N2CCOCC2)ccc1/C=C1\NC(=O)N(Cc2ccccc2F)C1=O	0	-0.1%
CN(C)C(=O)C1Cc2ccccc2CN1S(=O)(=O)c1cccs1 (stereo unspecified)	·	-4.8%
O=C(COc1ccccc1)Nc1ccc(Cl)cn1	·	3.3%
CCOC(=O)n1c(=O)n(Cc2ccc(Cl)cc2Cl)c2ccccc21	8	-3.2%
O=C(/C=C/c1cn(-c2ccccc2)nc1-c1cccc(Cl)c1)N1CCN(c2ccccn2)CC1	-9	-2.9%
O=C(CSc1ccc2nnc(-c3ccccn3)n2n1)NCc1ccc2c(c1)OCO2	3	·
CC(=O)c1c(O)cc(C)n(Nc2nc(C)cc(C)n2)c1=O	·	-3.7%
COC(=O)c1cn(Cc2ccccc2C)nn1	·	6.1%
CC(=O)N(C)c1ccc(NC(=O)C(Sc2ccccc2)c2ccccc2)cc1 (stereo unspecified)	9	-4.4%
O=C(C1CCCCC1)N1CCCC(c2nc(-c3ccc(F)cc3)no2)C1 (stereo unspecified)	·	-3.8%
CN(CC(=O)NCc1ccc(F)cc1)S(=O)(=O)c1cccc2nsnc12	-11	-1.9%
Cc1ccc(OCCCC(=O)Nc2ccc(N3CCOCC3)cc2)cc1	7	-1.2%
NC(=O)C1CCN(C(=O)c2cnn(-c3ccccc3)c2NC(=O)c2ccco2)CC1	-19	2.2%

A portion of the results above, as a working copy:
canonical_smiles	RmlCD inh 1536	M. tuberculosis GlmU
CC(=O)c1c(C)[nH]c(C(=O)OCC(=O)Nc2sc3c(c2C#N)CCC(C)C3)c1C (stereo unspecified)	-15	-1.1%
Cc1cc(N2CCOCC2)ccc1/C=C1\NC(=O)N(Cc2ccccc2F)C1=O	0	-0.1%

Remaining list, next part:
canonical_smiles	RmlCD inh 1536	M. tuberculosis GlmU
COCCn1c(SCC(=O)NCC2CCCO2)nc2c(c1=O)SC(C)C2 (stereo unspecified)	-5	1.8%
CCN(CC)S(=O)(=O)c1ccc(Cl)c(NC(=O)COc2ccc(OC)cc2)c1	4	5.1%
COc1ccc(S(=O)(=O)N2CCCC(C(=O)Nc3cccc(C(C)=O)c3)C2)cc1 (stereo unspecified)	-7	-1.0%
Cc1ccc(Sc2ccc(NC(=O)CCl)cc2)cc1C	11	-6.9%
O=C(c1cccnc1)N1CCN(C(=O)c2ccccc2F)CC1	19	2.6%
CC(=O)Oc1ccc(-n2c(=O)c3ccccc3c3ccccc3c2=O)cc1	-18	-0.7%
Cc1c(Cl)cccc1N=c1c([N+](=O)[O-])nn(-c2ccccc2)n1O	7	0.1%
CCOC(=O)c1cc(=O)n(-c2ccc(Cl)cc2C)[nH]1	4	4.4%
Cc1cccc(NC(=O)CSc2nnc(Cn3nnc(-c4ccccc4)n3)n2-c2ccccc2)c1	·	7.7%
CCOC(=O)CN(C(=O)CSc1nnc(-c2ccc(OC)c(OC)c2)o1)c1ccccc1	-3	-0.1%
CCCOC(=O)Oc1ccc2c(=O)c(Oc3cc(C)cc(C)c3)coc2c1	9	-2.9%
CCN(Cc1ccccc1)C(c1ccc(C)cc1)c1nnnn1C(C)(C)C (stereo unspecified)	8	-0.7%
CC12CN3CC(C)(CN(C1)C3c1cccs1)C2=O (stereo unspecified)	1	-4.0%
Cc1cc(NCCCCO)n2c(nc3ccccc32)c1C#N	27	8.0%
Cc1ccc(N(CC(=O)NCCSc2ccccn2)S(=O)(=O)c2ccc(F)cc2)cc1	-5	-0.4%
COc1cccc(CN2C(=O)N(C(C)C)C(N(O)C(=O)NC(C)C)C2(C)C)c1OC (stereo unspecified)	·	0.2%
CCCc1cc(=O)[nH]c(SCc2cccnc2)n1	·	-1.3%
S=C1NCN(Cc2ccco2)CN1c1cccc2ccccc12	7	1.1%
CCN(CC)CCN(Cc1cc2cc(C)cc(C)c2[nH]c1=O)C(=S)NCc1ccco1	33	2.6%
C=C1/C(=C\C=C2/CCC[C@]3(C)[C@@H]([C@H](C)CCCC(C)(C)O)CC[C@@H]23)C[C@@H](O)C[C@@H]1O	13	8.1%

canonical_smiles	RmlCD inh 1536	M. tuberculosis GlmU
O=S(=O)(c1cccc(-c2nnc(SC(F)F)n2-c2ccccc2)c1)N1CCCCC1	-10	-0.8%
O=C(/C=C/c1cccc(OCc2ccccc2)c1)c1cccnc1	13	0.4%
Cc1ncc([N+](=O)[O-])n1CC(=O)NC1CCCC1	7	-2.8%
C/C(=N\N=C1\NC(=O)C(CC(=O)O)S1)c1ccccn1 (stereo unspecified)	·	-3.9%
Cc1occc1C(=O)NCCCCNC(=O)c1ccoc1C	·	-2.1%
Cc1c(NC(=O)c2cccs2)c(=O)n(-c2ccccc2)n1C	·	-0.9%
O=C(O)CCS(=O)(=O)Cc1cccc(Cl)c1	6	0.1%
Cn1c(Cn2nnc3ccccc32)nnc1SCC(=O)Nc1ccc2c(c1)OCO2	-11	-0.9%
CC(C)CCNC(=O)C(=O)NC1CCCC1	·	0.2%
CCOCCCNCc1cccc(OCc2ccc(F)cc2)c1	1	-2.6%
O=C(Nc1nccs1)c1sc2ccccc2c1Cl	-5	2.9%
Cc1ccc(N2C(=O)CCC2(C#N)c2ccccc2)cc1 (stereo unspecified)	19	-2.8%
CCOC(=O)CSc1nnc(CNC(=O)c2cc(OCC)c(OCC)c(OCC)c2)n1C	10	-2.3%
O=[N+]([O-])c1ccccc1CSc1ccccn1	4	0.1%
Cc1ccc(Cc2cnc(NC(=O)/C(C#N)=C/c3ccc(-c4ccc([N+](=O)[O-])cc4)o3)s2)cc1	6	2.6%
CCOc1ccc(-n2c(=O)c3c4c(sc3n(CC(=O)NCCCOC)c2=O)CCCCC4)cc1	-5	0.2%
CCc1ccc(NC(=O)CCc2nc3ccccc3[nH]2)cc1	-4	-3.7%
O=C(CCC(=O)OCCCC(F)(F)C(F)(F)F)NC1CCCCC1	9	8.3%
CCOC(=O)C1C(=O)NC(N2CCN(Cc3ccccc3)CC2)=NC1c1ccco1 (stereo unspecified)	-3	-3.5%
CCCCNC(=S)N/N=C/c1ccc(C#N)cc1	5	0.4%

canonical_smiles	RmlCD inh 1536	M. tuberculosis GlmU
O=C(NCCCl)c1ccc(OCc2ccccc2)cc1Cl	16	-12%
CCOC(=O)N/N=C1\CC(C)S(=O)(=O)c2ccc(Cl)cc21 (stereo unspecified)	-12	-2.9%
CCN(c1ccccc1)S(=O)(=O)c1ccc2[nH]cc(C(=O)N3CCOCC3)c(=O)c2c1	·	-1.0%
Cn1c2c(c(=O)n(C)c1=O)C1(C(=O)Nc3ccccc31)C(C#N)=C(N)O2 (stereo unspecified)	3	-0.3%
O=C(N/N=C/C(Br)=C/c1ccccc1)c1n[nH]c2c1CCC2	·	-7.5%
CC(=O)Nc1ccc(CN2CCN(C3CCCCC3)C(CCO)C2)cc1 (stereo unspecified)	2	1.6%
NC(=S)N/N=C/c1cccc(/C=N/NC(N)=S)c1	30	4.6%
COc1cc2c(cc1OC)N1C(=O)CC(OCC(=O)O)C3C4CC5(CCN5C(=O)C4=O)C2C31 (stereo unspecified)	-11	1.2%
CCOCCCNC(=S)NCCNc1nc2ccc(C)cc2cc1C#N	-9	0.2%
CCOC(=O)c1ccc(NC(=O)CSc2nnc(COc3ccccc3)n2C)cc1	-16	-1.6%
CCOC(=O)CSc1nc2cc3c(cc2cc1C#N)OCO3	23	0.1%
Clc1ccccc1OCCn1cnc2ccccc21	9	2.2%
Cc1nnc2n(Cc3ccccc3)c(=O)c3c4c(sc3n12)COC(C)(C)C4	10	1.5%
O=C(CSc1nnc2scc(-c3ccccc3)n12)Nc1ccc2c(c1)OCCO2	-15	1.2%
CCCCC(=O)Nc1ccc(Br)cn1	·	-0.9%
O=C(/C=C/c1ccc2ccccc2n1)N1CCN(c2ccccc2)CC1	-10	-0.5%
CC(C)(C)c1ccc(-c2cnco2)cc1	-5	0.5%
Cc1ccc(N2C(=O)CS/C2=C(\C(Cl)=C(Cl)Cl)[N+](=O)[O-])cc1	·	13%*
CCOC(=O)C1(CCOc2ccccc2)CCN(Cc2ccc(C)o2)CC1	·	3.7%
COCCNCCOc1ccc(C)cc1[N+](=O)[O-]	-3	2.1%

canonical_smiles	RmlCD inh 1536	M. tuberculosis GlmU
CCCCn1c(O)c(C(CC)=NCc2ccco2)c(=O)[nH]c1=O	5	2.0%
CC(C)CN1CCN(Cc2cnc(N3CCOCC3)s2)CC1CCO (stereo unspecified)	-7	-3.2%
CSc1ncccc1C(=O)NCc1ccc(C)cc1	-4	2.7%
COc1cccc(CNC(=O)C2CCN(S(=O)(=O)c3cnc[nH]3)CC2)c1	-7	0.6%
CCc1cc(=O)oc2cc(OCC(=O)O)c(Cl)cc12	39	6.4%
O=C(CSc1nnc(-c2cccs2)n1-c1ccccc1)N1CCN(C(=O)c2ccco2)CC1	·	6.8%
Cc1cc(C)cc(NC(=O)CC23CC4CC(C2)CC(n2nnc(C)n2)(C4)C3)c1	-13	1.1%
COc1ccc(CCNC(=O)CSc2ccc(-c3ccccc3)nn2)cc1	7	-1.5%
c1ccc(CN2CCC3(CC2)Nc2ccccc2CO3)cc1	10	-4.9%
Cc1ccc2nc(NC(=O)CC3Oc4ccccc4NC3=O)sc2c1 (stereo unspecified)	·	3.1%
Cn1c2c(c(=O)c3ccccc31)CCC(C)(C)O2	4	1.8%
O=C(Nc1cccc(Cl)c1)N1CCN(c2ncccn2)CC1	9	-0.5%
CCOC(=O)c1sc2nc(C)nc(N3CCCCC3C)c2c1C (stereo unspecified)	-11	·
CC(C)Oc1ccc(C2CNC(=O)C2)cc1 (stereo unspecified)	-9	5.8%
c1ccc(N2OCC3Cn4c(nc5ccccc54)C32)cc1 (stereo unspecified)	10	-1.6%
COCc1ccc(CN2CCCC(CCC(=O)NCc3cccc(OC)c3)C2)o1 (stereo unspecified)	9	1.8%
COc1cccc(-c2nc(NCc3ccco3)c3ccccc3n2)c1O	·	2.3%
CSCCC1COC(c2cccs2)=N1 (stereo unspecified)	10	0.7%
COc1ccc2[nH]c3c(=O)n(Cc4ccco4)cnc3c2c1	12	3.4%
COc1cccc(C(=O)CSc2nnc(-c3cc(OC)c(OC)c(OC)c3)o2)c1	4	2.1%

canonical_smiles	RmlCD inh 1536	M. tuberculosis GlmU
Cc1onc(-c2ccccc2)c1C(=O)/C=C/N(C)C	-4	1.1%
CCCCc1ccc(-c2csc(/C(C#N)=C/c3ccc(C)o3)n2)cc1	1	-6.5%
Cc1ccc(C(=O)N(Cc2ccccc2)C(C)(C)C)cc1C	·	2.0%
O=C(O)c1cc2nccc(-c3ccc(F)cc3)n2n1	-50	4.8%
O=C1N/C(=C/c2ccc(Br)s2)C(=O)N1c1ccccc1	·	-0.9%
Cc1nc(Cl)c(C(=O)NC(=O)Nc2cccc(C(F)(F)F)c2)c(C)c1[N+](=O)[O-]	·	-1.9%
O=C1N=c2ccc(Br)cc2=C1c1sc(=S)n(NS(=O)(=O)c2ccccc2)c1O	-5	14%*
COc1ccc(Cc2nc(-c3ccccn3)no2)cc1OC	-13	6.1%
O=C1c2ccccc2C(=O)N1C/C=C/CN1C(=O)c2ccccc2C1=O	-8	-3.3%
O=C(NC(Cc1ccccc1)C(=O)N1CCC2(CC1)OCCO2)C1CCCCC1 (stereo unspecified)	·	0.5%
CC(=O)Nc1ccc(NC(=O)CCCSc2nc3ccccc3s2)cc1	-9	9.1%

Among those listed so far, these contain fluorine.
canonical_smiles	RmlCD inh 1536	M. tuberculosis GlmU
O=C1c2oc3ccccc3c(=O)c2C(c2cccc(F)c2)N1CCCO (stereo unspecified)	2	1.2%
CCOC(=O)c1cc2c(C(F)(F)F)cc(-c3cccnc3)nc2o1	-13	-4.7%
Cc1cc(N2CCOCC2)ccc1/C=C1\NC(=O)N(Cc2ccccc2F)C1=O	0	-0.1%
O=C(C1CCCCC1)N1CCCC(c2nc(-c3ccc(F)cc3)no2)C1 (stereo unspecified)	·	-3.8%
CN(CC(=O)NCc1ccc(F)cc1)S(=O)(=O)c1cccc2nsnc12	-11	-1.9%
O=C(c1cccnc1)N1CCN(C(=O)c2ccccc2F)CC1	19	2.6%
Cc1ccc(N(CC(=O)NCCSc2ccccn2)S(=O)(=O)c2ccc(F)cc2)cc1	-5	-0.4%
O=S(=O)(c1cccc(-c2nnc(SC(F)F)n2-c2ccccc2)c1)N1CCCCC1	-10	-0.8%
CCOCCCNCc1cccc(OCc2ccc(F)cc2)c1	1	-2.6%
O=C(CCC(=O)OCCCC(F)(F)C(F)(F)F)NC1CCCCC1	9	8.3%
O=C(O)c1cc2nccc(-c3ccc(F)cc3)n2n1	-50	4.8%
Cc1nc(Cl)c(C(=O)NC(=O)Nc2cccc(C(F)(F)F)c2)c(C)c1[N+](=O)[O-]	·	-1.9%

Screens from PubChem.

These rows are one share of the data, so the mix of outcomes need not match the whole.
